Bioassay records as filed in PubChem.
yeast cln2 rad14: NCI yeast anticancer drug screen, S. cerevisiae cln2 rad14 strain; % growth inhibition at 50 µM; 78,000 tested, 8.3% active;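 further: 0% = growth of vehicle-only cultures of the same strain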
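Strain: cln2 rad14 yeast, altered in cell cycle control and DNA damage repair. Read-out: growth inhibition vs vehicle.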
yeast rad50: NCI yeast anticancer drug screen, S. cerevisiae rad50 strain. AID 155. 79,000 tested, 10% active. % growth inhibition at 50 µM;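 further: 0% = growth of vehicle-only cultures of the same strain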
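Genetically altered yeast (DNA repair pathway); compound treatment; growth inhibition vs vehicle ctrl.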
yeast bub3: NCI yeast anticancer drug screen, S. cerevisiae bub3 mutant strain | 78,000 tested, 9.9% active | % growth inhibition at 50 µM;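 further: 0% = growth of vehicle-only cultures of the same strain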
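Screening used yeast with an engineered genetic alteration affecting cell cycle control. Compound-exposed cultures were compared with vehicle cultures, and reduced growth was taken as inhibition.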
yeast mec2-1: NCI yeast anticancer drug screen, S. cerevisiae mec2-1 strain; growth inhibition, % at 50 µM; 79,000 tested, 9% active;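 further: 0% = growth of vehicle-only cultures of the same strain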
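Yeast mec2-1 mutant treated with compound. Readout: growth inhibition vs vehicle controls.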
yeast mlh1 rad18: NCI yeast anticancer drug screen, S. cerevisiae mlh1 rad18 strain; growth inhibition, % at 50 µM; 79,000 tested, 11% active;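 further: 0% = growth of vehicle-only cultures of the same strain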
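Growth inhibition of the yeast strain was measured after compound exposure and expressed relative to vehicle-treated controls. The strain carries defined defects in DNA damage repair.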
sgs1 mgt1: NCI yeast anticancer drug screen, S. cerevisiae sgs1 mgt1 strain. 78,000 tested, 10% active. AID 161. % growth inhibition at 50 µM;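 further: 0% = growth of vehicle-only cultures of the same strain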
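Yeast cells carrying a defined DNA-repair defect were exposed to test compounds. Growth inhibition was measured relative to vehicle-treated controls.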
* = called active by the depositor; & = joins results of further samples. No stated cut-off is given here; in the data, active means growth inhibition above about 70%; inactive means the rest.

Short forms: A = yeast cln2 rad14; B = yeast rad50; C = yeast bub3; D = yeast mec2-1; E = yeast mlh1 rad18; F = sgs1 mgt1
> Fc1cccc(C2ON=C(c3ccccc3)N2C23CC4CC(CC(C4)C2)C3)c1 (stereo not drawn)
  A: 37	B: 5	C: -8	D: -2	E: 34	F: 6
> O=C1C=CC(=O)N1C12CC3CC(CC(C3)C1)C2
  A: 92*	B: 91*	C: 92*	D: 93*	E: 91*	F: 91*
> CC1(C)OC(=O)C2(O1)C(=O)C1CCCCC12C (stereo not drawn)
  A: -23	B: 6	C: -5	D: 2	E: -6	F: 0
> CC1C=CC(C)S(=O)N1C(=O)Cc1ccccc1 (stereo not drawn)
  A: -17	B: -3	C: -26	D: -15	E: -20	F: -9
> CCCCCOC(=O)COc1ccc(Cl)cc1Cl
  A: -124	B: 8	C: 13	D: 18	E: -4	F: 12
> NC(CCCNc1nc(-c2ccccc2)cc(=O)[nH]1)C(=O)O (stereo not drawn)
  A: -13	B: -12	C: -2	D: -9	E: -16	F: -17
> Cc1cccc(NC(=S)/C(=C(/[O-])c2ccccc2)[n+]2ccc3ccccc3c2)c1
  A: 46	B: 60	C: 62	D: 61	E: 54	F: 70
> O=C1CSC(c2cccc(O)c2O)N1c1nncs1 (stereo not drawn)
  A: -7	B: 1	C: 6	D: 0	E: -5	F: 2
> CCN(CC)c1ccc(N=Nc2ccc(Br)cn2)c(O)c1
  A: 95*	B: 97*	C: 97*	D: 96*	E: 97*	F: 97*
> CC(=O)Oc1c(C)c2c(c3ccccc13)OC(C)(C)C2
  A: 9	B: 41	C: 53	D: 16	E: 38	F: 37
> Cc1c(Cl)cccc1NC(=O)OC/C=C/c1ccccc1
  A: -9	B: 3	C: 6	D: 33	E: -11	F: 15
> C=C1/C=C/C=C(/C)C(=O)Nc2c(C=O)c(O)c3c4c(c(C)c(O)c3c2O)OC(C)(O/C=C/C(OC)C(C)C(OC(C)=O)C(C)C(O)C(C)C1O)C4=O (stereo not drawn)
  A: 34	B: 24	C: 20	D: 34	E: 33	F: 16
> OCC1OC(n2cc(Br)c3c(=S)nc[nH]c32)C(O)C1O (stereo not drawn)
  A: -11	B: 17	C: -6	D: -1	E: -6	F: 12
> COC(=O)c1ccc(N=Nc2ncc(CCNC(=O)C(F)(F)F)[nH]2)cc1
  A: -15	B: 5	C: 53	D: 51	E: 47	F: 4
> Cc1ccc2ccc(C)nc2c1
  A: 7	B: 16	C: 18	D: -24	E: -23	F: -6
> CCN1CCC2C[N+](C)([O-])CCN2C1=O (stereo not drawn)
  A: -2	B: 7	C: 17	D: 0	E: 4	F: -5
> NC(=S)N/N=C/C(O[C@@H](/C=N/NC(N)=S)CO)n1cnc2c(N)ncnc21 (stereo partly drawn)
  A: 18	B: -30	C: -16	D: 6	E: 16	F: -23
> C1=C\CCCC/C=C/CC/1
  A: 5	B: 1	C: 1	D: -5	E: 11	F: -13
> C(=N/n1nnc(-c2ccccc2)n1)/c1ccccc1
  A: -44	B: -2	C: -5	D: -10	E: -6	F: -3
> CN(C)/C=C(\C(=O)c1ccccc1)n1nc(-c2ccccc2)cc1-c1ccccc1
  A: 70*	B: 73*	C: 74*	D: 74*	E: 81*	F: 83*
> COc1ccc2cc(CNCCCCCCCCNCc3ccc4cc(OC)ccc4c3)ccc2c1
  A: 94*	B: 98*	C: 94*	D: 97*	E: 97*	F: 95*
> CN(Cc1ccccc1)C(=O)c1ccccc1C(=O)O
  A: -16	B: -9	C: -5	D: -3	E: 13	F: -5
> O=NNc1ccc2cc3ccc(NN=O)cc3nc2c1
  A: 28	B: 43	C: 35	D: -11	E: 53	F: 52
> CCn1c2ccccc2n2c(=O)cc(-c3ccccc3)c(C#N)c12
  A: 12	B: 27	C: 18	D: 13	E: 24	F: 34
> O=[N+]([O-])c1cc(C(F)(F)F)ccc1F
  A: -26	B: -16	C: -12	D: -15	E: 0	F: -2
> Nc1ccc2c(c1)-c1ccccc1C2O (stereo not drawn)
  A: -61	B: -1	C: -17	D: -19	E: -16	F: -38
> CCOC(=O)C1=NN(c2ccccc2)C(=O)/C1=C\N1C(=O)CC(=O)NC1=S
  A: -23	B: -10	C: -20	D: -23	E: -20	F: -40
> Cc1cc(OCCBr)ccc1[N+](=O)[O-]
  A: -15	B: -4	C: 23	D: 9	E: 0	F: -18
> CCCC(=O)c1c[nH]c2ccccc12
  A: 8	B: 7	C: -3	D: -13	E: 17	F: 16
> Cc1ccc(OC(=O)Nc2ccc(C(=O)O)c(O)c2)cc1
  A: -7	B: -11	C: -5	D: 8	E: -5	F: 9
> CSC(=S)N(C)/N=C/c1ccccn1
  A: 2	B: 43	C: 19	D: 26	E: 27	F: 32
> CC(C)C(/C=C/c1ccc(Br)cc1)=N\NC(N)=O
  A: -14	B: -14	C: -18	D: -29	E: -19	F: -41
> Cc1cc(OC(=O)CCl)ccc1C(C)(C)C
  A: 6	B: 56	C: 30	D: 40	E: 85*	F: 56
> CC(=O)OCC1OC(OC(C)=O)C(NC(=O)c2ccc(Br)cc2)C(OC(C)=O)C1OC(C)=O (stereo not drawn)
  A: 20	B: 42	C: -1	D: 19	E: 32	F: 40
> O=C(C1SCCCS1)N(O)c1ccccc1OCc1ccccc1
  A: -14	B: -4	C: 1	D: -38	E: -20	F: -23
> CC1(C)CC(=O)C(/C=N/C(=S)NC2CCCCC2)=C(O)C1
  A: 11	B: -13	C: -8	D: -20	E: -8	F: -32
> Cc1ccc(N=Nc2c(O)ccc3cc(S(=O)(=O)O)ccc23)cc1
  A: -7&-7	B: 5&51	C: 8&-33	D: -3&-16	E: 9&23	F: 6&10
> C=C1C(=O)O[C@H]2C3OC3(C)CC/C=C(/C(=O)OC)[C@@H](OC(C)=O)[C@H](OC(=O)C3(C)OC3C)[C@H]12 (stereo partly drawn)
  A: 22	B: 13	C: 6	D: 32	E: 9	F: 14
> C=CC(=O)NC(=O)/C=C/c1cccnc1
  A: -3	B: 17	C: 11	D: -8	E: 6	F: 1
> C[C@]12CC[C@H](O)CC1=CC[C@@H]1C2CC[C@]2(C)C(=O)N(N)C(=O)CC12 (stereo partly drawn)
  A: 88*	B: 84*	C: 87*	D: 88*	E: 84*	F: 88*
> CC(=O)c1cc(CC2Cc3cc4c(cc3C2=O)CCC4)cc2c1CCC2 (stereo not drawn)
  A: 9	B: -38	C: -6	D: -36	E: -5	F: -14
> CN1CCc2ccccc2C1Cc1cc(OCc2ccccc2)ccc1N (stereo not drawn)
  A: 31	B: 36	C: 15	D: 1	E: 22	F: 24
> C[Si](C)(C)Nc1ncnc2c1ncn2[Si](C)(C)C
  A: -9	B: 15	C: 3	D: 5	E: 7	F: 22
> C[C@]12CC[C@H]3[C@@H](CC=C4C[C@@H](O)CC[C@@]43C)[C@@H]1CC[C@@H]2NC(=O)CNC(=O)OCc1ccccc1
  A: 32	B: 26	C: 7	D: 12	E: 17	F: 14
> COc1cccc([B-]23OCC[N+]2(CNC(=O)c2ccccc2O)CCO3)c1 (stereo not drawn)
  A: 7	B: 30	C: -3	D: 3	E: 19	F: 13
> O=C(/C=C/c1ccccc1)Oc1ccc(Cl)cc1Cl
  A: 12	B: -12	C: 20	D: -5	E: -14	F: 3
> CC(C)=CCC(C)C
  A: 8	B: -12	C: -13	D: 4	E: -4	F: 7
> C[Si](C)(OCCS(=O)(=O)O)C1S(=O)(=O)OCCOS1(=O)=O
  A: 9	B: -19	C: -17	D: -21	E: -18	F: -13
> Cc1cn(C2CC(O)C(CO)O2)c(=O)nc1NCCc1c[nH]c2ccccc12 (stereo not drawn)
  A: 0	B: 6	C: -3	D: 14	E: -8	F: -3
> CCOC(=O)C1CSCN1 (stereo not drawn)
  A: -32	B: 11	C: -11	D: 4	E: 7	F: 11

As entered above.
yeast mec2-1, NC(CCCNc1nc(-c2ccccc2)cc(=O)[nH]1)C(=O)O (stereo not drawn) is entered as -9
yeast bub3, Cc1ccc(OC(=O)Nc2ccc(C(=O)O)c(O)c2)cc1 is entered as -5

Record cards, as listed above:
Results for Nc1ccc2c(c1)-c1ccccc1C2O (stereo not drawn) : yeast cln2 rad14 = -61; yeast rad50 = -1; yeast bub3 = -17; yeast mec2-1 = -19; yeast mlh1 rad18 = -16; sgs1 mgt1 = -38
Results for C[C@]12CC[C@H]3[C@@H](CC=C4C[C@@H](O)CC[C@@]43C)[C@@H]1CC[C@@H]2NC(=O)CNC(=O)OCc1ccccc1 : yeast cln2 rad14 = 32; yeast rad50 = 26; yeast bub3 = 7; yeast mec2-1 = 12; yeast mlh1 rad18 = 17; sgs1 mgt1 = 14

The list continues.
Short forms: A = yeast cln2 rad14; B = yeast rad50; C = yeast bub3; D = yeast mec2-1; E = yeast mlh1 rad18; F = sgs1 mgt1
> Cc1nn2c(C(=O)O)nnc2s1
  A: -22	B: 0	C: -17	D: 5	E: -14	F: 8
> CC(=O)NC1(C)C(=O)N=C(N)N=C1N (stereo not drawn)
  A: -30	B: 11	C: -5	D: 4	E: 9	F: 11
> C/C(=N\NC(C)(C)C)c1sc(-c2nc(C)c(/C(C)=N/NC(C)(C)C)s2)nc1C
  A: -21	B: 46	C: 22	D: 4	E: 22	F: -8
> O=S(=O)(NNc1nc(N2CCCC2)nc(N2CCCC2)n1)c1ccccc1
  A: -20	B: -4	C: -9	D: -8	E: 12	F: 3
> CC1CC2C3CCC4=CC(=O)C=CC4(C)C3(F)C(O)CC2(C)C1(O)C(=O)COP(=O)(O)O (stereo not drawn)
  A: -28	B: -11	C: -21	D: -9	E: -13	F: -33
> c1cncc(CNc2ncn[nH]2)c1
  A: -50	B: -2	C: -25	D: 8	E: -30	F: -24
> CCN(CC)CCSSCCN(CC)CC
  A: -15	B: -9	C: 2	D: 4	E: 5	F: -7
> COc1cccc2c1[C@]1(O)C(O)CCCC21 (stereo partly drawn)
  A: 6	B: -44	C: -32	D: -7	E: -36	F: -61
> COc1nc(SC)nc2[nH]ccc12
  A: -7	B: -1	C: -6	D: 10	E: -9	F: -4
> CCC(CC)COC(=O)c1ccccc1Cl
  A: 7	B: 19	C: 52	D: 5	E: 60	F: 16
> O=c1n[n+]([O-])c2ccccc2n1COCCO
  A: -56	B: -3	C: -15	D: -8	E: -1	F: 3
> CCOC(=O)/C=C1\C(=O)N(Cc2ccccc2)c2ccccc21
  A: 63	B: 27	C: 22	D: 52	E: 3	F: 19
> CCCCSc1ccc2n(C)c(-c3ccc(/C=N\NC(=O)c4ccc(C(=O)N/N=C\c5ccc(-c6c[n+]7cc(SCCCC)ccc7n6C)cc5)cc4)cc3)c[n+]2c1
  A: -8	B: -16	C: -7	D: -15	E: -2	F: -18
> S=c1cn[nH]c2ccccc12
  A: 8	B: 16	C: 50	D: 40	E: 38	F: 17
> O=C1c2ccccc2C(=O)c2c(NCCCN3CCOCC3)ccc(NCCCN3CCOCC3)c21
  A: 12	B: -12	C: -17	D: -2	E: -17	F: -13
> CC1(C)N=C(/C(Cl)=[N+](/[O-])C(=O)c2ccc(F)cc2)C(C)(C)N1O
  A: 17	B: -16	C: -26	D: -35	E: -26	F: -27
> O=c1c2cnc3cc(Cl)ccc3c2[nH]n1-c1ccc(Cl)cc1
  A: -3	B: -1	C: 3	D: 0	E: 3	F: 2
> C1CCC(CN2CCN(CC3CCCCO3)CC2)OC1 (stereo not drawn)
  A: -42	B: -2	C: 0	D: -12	E: 3	F: -1
> CC1C(O)CC2(C(C)C)CC12 (stereo not drawn)
  A: 12	B: 5	C: -18	D: 0	E: -10	F: -9
> CN(C)Cc1cc(N=Nc2ccccc2Cl)cc(CN(C)C)c1O
  A: -14	B: -41	C: 12	D: -19	E: -13	F: -9
> CCCCCCCCCCC1CC(=O)OC1=O (stereo not drawn)
  A: 9	B: 17	C: 9	D: 15	E: 8	F: 30
> COC(=O)c1c(C)oc(C)c1-c1ccc(OCc2ccccc2)c(OC)c1
  A: 8	B: 9	C: 1	D: -13	E: 3	F: -36
> CCC[CH2][Sn]([CH2]CCC)([O]C(=O)c1cc(OC)c(OC)cc1OC)[O][Sn]([CH2]CCC)([CH2]CCC)[O]C(=O)c1cc(OC)c(OC)cc1OC
  A: 90*	B: 88*	C: 90*	D: 91*	E: 89*	F: 91*
> CCCCCCCCCCCCCCCCCCNC(=O)CCl
  A: -14	B: 20	C: 18	D: -5	E: 16	F: 27
> CCOC(=O)c1c(C)c[nH]c1C
  A: -7	B: 1	C: 1	D: -1	E: 8	F: -4
> CCOC(=O)c1c[nH]c2c(Cl)c(C)ccc2c1=O
  A: -110	B: -40	C: -30	D: -48	E: -5	F: -18
> C/C(CC(=O)Nc1cccc(C)c1C)=N\NC(N)=S
  A: 6	B: -4	C: -32	D: -31	E: 7	F: 4
> O=C1c2ccccc2C(=O)N1CNc1ccccc1/C(=N/Nc1ccc([N+](=O)[O-])cc1[N+](=O)[O-])c1ccccc1
  A: 26	B: 11	C: -1	D: -22	E: 24	F: 13
> O=c1ccc2cc(O)c(O)cc2o1
  A: 5	B: 9	C: 10	D: 8	E: 1	F: 5
> CCCCCCCCC(=O)c1c(OC)oc(C=O)cc1=O
  A: 26	B: 0	C: -20	D: -23	E: 4	F: 32
> CN1COc2c3c(c4ccccc4c2C1)CN(C)CO3
  A: -17	B: 7	C: 6	D: 2	E: 0	F: 1
